Assay outcomes as filed in PubChem BioAssay.
IP6K1 inhibitor – IP6K1 kinase inhibition; IP6K1 kinase, ADP-Glo luminescence, 2 h; active compounds read low; Q92551; 0.81% of 140,000 active; activity change, % (series mostly up to about 58 µM); AID 1645851; in the data active means activity change below about -25%
Target sequence (Q92551 whole entry, looked up): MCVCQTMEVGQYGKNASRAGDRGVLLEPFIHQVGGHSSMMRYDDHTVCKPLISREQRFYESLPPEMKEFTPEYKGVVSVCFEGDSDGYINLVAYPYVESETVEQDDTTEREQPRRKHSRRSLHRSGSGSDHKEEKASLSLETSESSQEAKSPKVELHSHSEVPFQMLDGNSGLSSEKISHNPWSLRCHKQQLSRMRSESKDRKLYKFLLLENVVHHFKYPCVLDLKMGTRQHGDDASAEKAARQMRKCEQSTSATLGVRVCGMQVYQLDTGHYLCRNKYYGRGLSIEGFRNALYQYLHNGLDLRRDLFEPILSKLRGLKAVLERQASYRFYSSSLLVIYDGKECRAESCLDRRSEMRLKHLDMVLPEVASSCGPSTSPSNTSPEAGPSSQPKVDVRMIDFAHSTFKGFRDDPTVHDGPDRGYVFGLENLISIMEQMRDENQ
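ADP-Glo luminescence measures ADP made by human IP6K1 during a 2 h RT reaction with ATP/IP6 (mix at 1.3 mM/130 uM); top library doses 57.5 and 19.1 uM final.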
HEK293 tox – kills HEK 293 cells; Potency, µM (top dose mostly 115 µM), for the others: top-dose activity change, negative = cytotoxicity, usual class: inhibitors; 6.6% of 94,000 active; HEK 293 viability, ATP luminescence (CellTiter-Glo), 48-72 h; further: potency means the concentration at half of the fitted maximal effect; nearly all actives have a fitted effect of over 60% in size
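Pintool-delivered compounds were incubated with HEK 293 cells (250 cells/well) at 37 degree Celsius for 48 or 72 hr. ATP-dependent luminescence (CellTiter-Glo) then reported remaining viable cells.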
3T3 cytotox – NIH 3T3 cell cytotoxicity | NIH 3T3 viability, CellTiter-Glo ATP luminescence, 48-72 h | Potency, µM (top dose mostly 96.7 µM), inactives show top-dose activity change, negative = cytotoxicity, most hits filed as inhibitors | 4.3% of 94,000 active; further: potency means the concentration at half of the fitted maximal effect; nearly all actives have a fitted effect of over 55% in size
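Mouse fibroblast NIH 3T3 cells, 400 per well, received compound via pintool and were incubated for 48 or 72 hr prior to CellTiter-Glo ATP luminescence measurement.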
GPT2 inh – blocks human glutamate pyruvate transaminase 2; AID 1671188; Recombinant GPT2, coupled pyruvate oxidase/HRP Amplex Red fluorescence; 0.25% of 100,000 active; Potency, µM (top dose mostly 57.7 µM), for inactives: at the highest dose activity change, negative = inhibition, hits mostly inhibitors; further: potency means the concentration at half of the fitted maximal effect; nearly all actives have a fitted effect of over 60% in size; many of its hits are not listed in these tables
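Recombinant GPT2 (10ng/uL) with 250uM a-KG and 2mM L-alanine, 30 min at room temperature, in HEPES pH 7.5 buffer. Pyruvate detected by pyruvate oxidase/HRP/Amplex Red fluorescence after 30 min in the dark; AOA (50uM) as positive control.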
SNCA expr inh – SNCA gene expression inhibition; HEK-293 SNCA-luciferase knock-in, luminescence, 24 h; Potency, µM (series often up to 57.2 µM), for inactives: top-dose activity change, negative = inhibition, hits mostly inhibitors; 0.17% of 140,000 active; AID 1671194;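 further: potency means the concentration at half of the fitted maximal effect; plate controls were DMSO cells for no effect and cell-free wells for full effect; nearly all actives have a fitted effect of over 45% in size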
Luciferase inh – Photinus pyralis luciferase inhibition. P08659. purified P. pyralis luciferase, luminescence, biochemical. Potency, µM (top dose mostly 115 µM), without a hit: top-dose activity change, negative = inhibition, hits mostly inhibitors. 2.5% of 76,000 active. AID 1347043; further: potency means the concentration at half of the fitted maximal effect; nearly all actives have a fitted effect of over 65% in size
Target sequence (P08659 whole entry, looked up): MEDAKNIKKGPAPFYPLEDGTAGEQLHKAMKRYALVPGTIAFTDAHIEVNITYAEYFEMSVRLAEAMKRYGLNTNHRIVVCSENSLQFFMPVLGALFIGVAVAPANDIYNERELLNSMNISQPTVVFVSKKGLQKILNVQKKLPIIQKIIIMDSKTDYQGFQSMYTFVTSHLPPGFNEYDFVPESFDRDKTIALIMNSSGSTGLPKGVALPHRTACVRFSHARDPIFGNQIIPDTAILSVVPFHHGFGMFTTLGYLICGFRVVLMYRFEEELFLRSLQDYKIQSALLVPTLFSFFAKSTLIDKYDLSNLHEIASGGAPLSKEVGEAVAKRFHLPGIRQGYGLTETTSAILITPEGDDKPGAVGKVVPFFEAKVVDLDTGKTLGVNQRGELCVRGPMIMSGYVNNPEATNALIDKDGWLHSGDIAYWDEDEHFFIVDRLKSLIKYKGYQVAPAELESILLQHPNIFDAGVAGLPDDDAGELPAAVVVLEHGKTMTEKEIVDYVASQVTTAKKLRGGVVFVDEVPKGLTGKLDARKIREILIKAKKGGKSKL
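Luminescence read by CCD imaging after purified firefly luciferase (10nM final) was added to substrate buffer holding 10uM D-luciferin and 10uM ATP, pH 7.5, pre-dosed with compound.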
HEK293 viab – reduces viability of HEK-293 SNCA reporter cells | 0.12% of 150,000 active | AID 1671193 | HEK-293-SNCA-luc viability, GF-AFC fluorescence, 24 h | Potency, µM (doses to about 57.1 µM), inactives show top-dose activity change, negative = cytotoxicity, usual class: cytotoxic;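 further: potency means the concentration at half of the fitted maximal effect; 0% = DMSO-treated cells and -100% = medium-only wells without cells; nearly all actives have a fitted effect of over 30% in size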
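Cytotoxicity counterscreen: after 24 h compound treatment of genome-edited SNCA-luciferase HEK-293 cells, live-cell protease substrate GF-AFC read by fluorescence after 30 min; activity scaled between DMSO (0%) and medium-only (-100%), curves Hill-fitted.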
Active calls of the source: *; i = inactive; ? = inconclusive; · = not tested or not shown; & = joins results of further samples; [ ] = another dose, or the depositor's remark. Unless noted, the call rests on the fitted dose curve; in most records, active means well fitted curve in the direction sought with a large enough effect; inconclusive means small, poorly fitted or top-dose-only effect, or another doubt; inactive means no such curve, though single readings can be large; an effect the other way counts as inactive or inconclusive. Unless noted, on the % scale 0 is the no-effect control and ±100 the full control effect. Not all compounds are listed; count on the stated rates, not on these rows.

SMILES | IP6K1 inhibitor | HEK293 tox | 3T3 cytotox | GPT2 inh | SNCA expr inh | Luciferase inh | HEK293 viab
CC1(C(=O)NCc2cccnc2)CCCc2cnc(Nc3ccccc3F)nc21 (configuration not stated) | 1 | ? | ? | ? | ? | 3%[172 µM] | -24%[87.6 µM]
O=C(C1CN(C2CCCC2)C(=O)N1)N1CCC(c2ccccc2)CC1 (configuration not stated) | -21 | -18% | -22% | i | 8% | · | -2%[12.5 µM]
c1cc(CN2CCOCC2)cc(-c2cnn3ccccc23)c1 | -15 | ? | ? | 1%[11.5 µM] | 7% | -10% | 2%
O=c1c(=O)n(-c2cccc(Cl)c2)ccn1Cc1cccc(F)c1 | -7 | · | · | · | 26% | · | 12%
O=C1CC(c2cccc(O)c2)c2cc3c(cc2N1)OCO3 (configuration not stated) | 14 | · | · | · | -10% | · | 10%
CCCc1nn2cc(-c3ccc(C)c(C)c3)nc2s1 | 20 | · | · | · | -79% | · | -3%
COc1cc(NC(=O)CSc2nc3nc(C)c(Cc4ccc(C)cc4)c(C)n3n2)cc(OC)c1OC | 1 | · | · | · | -4% | · | ?
CCc1ccccc1NC(=O)N1CC(c2nnc(-c3ccncc3)o2)C2(CCOCC2)C1 (configuration not stated) | 16 | -9% | -3% | 0% | -8% | 2% | 1%
COC(=O)C1=C(C)N=C2SC=C(CC(=O)Nc3ccc(F)cc3)N2C1c1ccc(OC)cc1OC (configuration not stated) | 3 | ? | ? | i | -1% | -24% | -2%
CCOc1ccccc1CN1CCC(C)(c2noc(C3CCOCC3)n2)CC1 | -12 | -18% | -29% | -9% | -8% | -8% | 0%
CCc1noc(CC2CCOC3(CCN(S(=O)(=O)c4cc(F)ccc4C)CC3)C2)n1 (configuration not stated) | -1 | ? | ? | 0% | 35%[activator] | 1% | -1%
Cc1ccc(-n2c(=O)c3c(c4cc(C)ccc4n3C)n(CC(=O)Nc3ccc(F)cc3)c2=O)cc1 | 24 | · | · | · | 8% | · | -1%
Cc1nc(C(=O)N2CC[C@H](NC(=O)c3snnc3C)C[C@H]2C(=O)N[C@H](CC(C)C)C(N)=O)cs1 | 4 | -2% | -17% | -18% | -8% | -6% | 5%
O=C(NCCNC(=O)c1cccc(Cl)c1)c1ccc(-c2cccc(C(F)(F)F)c2)cc1 | 9 | -2% | -4% | · | · | · | ·
O=C(NCc1ccccn1)c1ccc2oc(-c3cccnc3)nc2c1 | 1 | ? | -21% | ? | -9% | · | 7%
COc1ccc(NC(=O)Cc2c[nH]c3ncc(-c4ccccc4C)cc23)cc1 | -21 | 79µM* | ? | -8%[88.5 µM] | ? | -10%[172 µM] | -16%[87.6 µM]
COc1ccc(C(=O)NC2CCN(C(=O)c3ccc(-c4ccccc4OC)cc3)CC2)cc1 | -3&-15 | ? | ? | 1% | 2%&-18% | · | 5%&-9%[12.5 µM]
CC1=C(C(=O)Nc2ccccc2)C(c2cccnc2)n2nc(SCc3ccccc3Cl)nc2N1 (configuration not stated) | 10 | · | · | · | 19% | · | 1%
OC1CCOC2(CCN(Cc3ccccc3OC(F)(F)F)CC2)C1 (configuration not stated) | 7 | -1% | 2% | i | ? | 8% | -3%
Cc1ccn(CC(=O)N2C[C@@H](CO)[C@H](c3nc(C4CC4)no3)C2)n1 | -10 | -7% | -13% | i | 11% | -16% | 6%
COc1ccc(-c2noc(-c3nnn4c3COC(c3ccc(C)cc3C)C4)n2)cc1 (configuration not stated) | 8 | 2% | i | 1% | -4% | 3% | 10%
N#Cc1ccc(C(=O)N2CCC3(CC2)NC(=O)N(Cc2cccc(Cl)c2)C3=O)cc1 | -10 | ? | ? | i | 2% | 44% | 0%
Cc1cccc(-c2nnn3c2nc(NCCC(C)C)c2ccccc23)c1 | -6 | · | · | · | -5% | · | 17%
CCn1c2c(c(=O)n1Cc1ccccc1)CCN(C(=O)c1scnc1C)C2 | 1 | i | ? | 3%[88.5 µM] | -7%[87.6 µM] | -14%[172 µM] | 6%[87.6 µM]
O=C(NCc1cccs1)c1c[nH]c2ncccc12 | 18 | -11%[172 µM] | ? | 3%[88.5 µM] | 16%[87.6 µM] | ? | 22%[87.6 µM]
O=c1cc(-c2cccc3c2Sc2ccccc2S3)oc(N2CCOCC2)c1 | · | · | · | -1% | 20% | · | -2%
CCOC(=O)c1cc2c(=O)n3ccccc3nc2n(CCCOC)c1=NC(=O)c1c(-c2c(F)cccc2Cl)noc1C | -7 | · | · | · | -26% | · | -9%
O=C(CNC(=O)c1cccc(-c2ccc(C(F)(F)F)cc2)c1)NCCC1CCCCC1 | 9 | 22µM* | 22µM* | i | -15% | · | -29%
Cc1cc(C)cc(OC(=O)c2cc(-c3ccc(Cl)cc3)on2)c1 | -2 | · | · | · | -5% | · | 0%
Cc1cc(Cl)ccc1OCc1nc(-c2ccc(-n3cccc3)cc2)no1 | -15 | · | · | · | 0% | · | -6%
CCC(CC)N1CC[C@H](CO)[C@H](NC(=O)c2ccccc2)C1 | 8 | -15% | -7% | i | 13% | 12% | 0%[12.5 µM]
Cc1ccc(C2Cn3nnc(C(=O)N4CCC(C(=O)NCC5CCCCC5)CC4)c3CO2)cc1 (configuration not stated) | 8 | 15% | i | -7% | -2% | -5% | 6%
CCn1c(=O)c(=O)n(CC)c2cc(N3CCCCC3)c(NC(=O)c3ccc(Cl)cc3)cc21 | 8 | · | · | · | 29% | · | 12%
O=S(=O)(c1cccc(F)c1)N1CCCC(Cn2c(C3CC3)nc3cccnc32)C1 (configuration not stated) | 3 | ? | ? | -5% | -10% | -3% | 4%
COc1ccccc1C(=O)Nc1ccc2c(c1)CN(Cc1ccccc1)C(=O)C(C)O2 (configuration not stated) | 3 | ? | ? | 3% | -11% | -6% | -3%
O=C(Nc1c(C(=O)Nc2ccc(F)cc2)oc2ccccc12)c1ccccc1F | -2 | · | · | · | 5% | · | -9%
Cc1ccc(NC(=O)C(=O)NCCc2csc3nc(-c4ccccc4C)nn23)cc1Cl | -5 | · | · | · | 15% | · | -2%
CC(C)CCN1C(=O)CC[C@]2(C(=O)NCc3cccnc3)CCCC[C@@H]12 | -3 | ? | 0% | i | 19% | -4% | 2%
N#Cc1ccc(C(=O)NCc2ccc3c(c2)CCN3C(=O)c2ccc(F)cc2)cc1 | -2 | · | · | · | 20% | · | 1%
CCOc1ccc(-c2nc(CNC(=O)NC3CCCCC3)c(C)o2)cc1 | 5 | · | · | · | 9% | · | 1%
COC(=O)CNC(=O)C1CCCN1C(=O)c1cccc(-c2ccccn2)c1 (configuration not stated) | -9 | -12% | -9% | i | -4% | · | 2%
CCOc1ccccc1CNC(=O)C(CC)n1nc(C)c2c(C)n(-c3ccccc3)nc2c1=O (configuration not stated) | 34 | · | · | · | -16% | · | -4%
CNC(=O)[C@@H]1CN(C(=O)C2(c3ccccc3)CC2)C[C@H]1c1n[nH]c(C)n1 | 2 | i | 3% | -10% | 26% | 3% | 0%
O=C(CCCc1ccccc1)N1C[C@@H](CO)[C@H](c2ccncc2)C1 | -6 | -29% | -18% | 2% | 5% | -3% | 3%
O=C(CC[C@@H]1CNC(=O)[C@@H]2C[C@H](NC(=O)c3cccc(F)c3)CN12)NCc1cccnc1 | -7 | -12%[172 µM] | -3%[174 µM] | ? | -13%[87.6 µM] | 3%[172 µM] | -2%[87.6 µM]
CSc1ccc(-c2cccc(C(=O)NCC(=O)N3CCCC3)c2)cc1 | -1 | ? | ? | -4% | 40%[activator] | · | 7%
COc1ccc(Nc2cc(C(=O)NCCCN(C)Cc3ccccc3)c3ccccc3n2)cc1 | -7 | · | · | · | 30% | · | -23%
CC(C)(C)CC(=O)Nc1ccc([C@@H](O)[C@H]2COCC(=O)N2Cc2ccccn2)cc1 | 11 | -10%[172 µM] | i | -19%[88.5 µM] | 2%[87.6 µM] | -14%[172 µM] | -3%[87.6 µM]
COc1cc(C2c3c(oc4ccccc4c3=O)C(=O)N2c2nncs2)cc(OC)c1OC (configuration not stated) | 12 | · | · | · | -11% | · | 10%
O=C(c1n[nH]c2c1CCCCCC2)N1CCc2nc3cc(-c4ccccc4)[nH]n3c(=O)c2C1 | 7 | ? | ? | i | -17% | -18% | 1%
CCN1CCN(C(=O)c2ccc3c(c2)N(Cc2ccc(Cl)cc2)C(=O)c2ccccc2S3(=O)=O)CC1 | 7 | · | · | · | -1% | · | 7%
COc1ccc(CN2CCCC3(CN[S+](=O)([O-])c4ccccc4N3)C2)cc1 (configuration not stated) | 9 | ? | -22% | -9% | -7% | -1% | -5%
COc1ccccc1NC(=O)CC1Sc2ccc(C(F)(F)F)cc2NC1=O (configuration not stated) | 4 | · | · | · | 3% | · | 9%
Cc1cccc(Cn2cc3c(=O)n(CC(=O)Nc4cccc(C)c4C)nc-3c3cc(F)ccc32)c1 | -6 | · | · | · | 4% | · | -9%
Cc1ccccc1NC(=O)c1c(NC(=O)C(F)(F)F)sc2c1CCCCC2 | 14 | · | · | · | 47%[activator] | · | ?
O=C(CC1CCOCC1)NCc1ccc(F)cc1 | 13 | 13% | i | i | 44%[activator] | -13% | 1%[12.5 µM]
C[C@H](NC(=O)C(=O)Nc1ccccc1C(C)(C)C)C(=O)N[C@@H](CC(=O)O)C(=O)COc1c(F)c(F)cc(F)c1F | · | · | · | i | -6% | · | 6%
O=C(O)/C=C/c1cnc[nH]1 | · | · | · | i | 1% | · | 9%
Cc1noc(C)c1CC(=O)N1CCCC(COc2ccccc2C(=O)NC2CC2)C1 (configuration not stated) | 0 | 4% | ? | i | -24% | -3% | -19%
COCCC1(NS(=O)(=O)c2cccnc2)CCN(S(C)(=O)=O)CC1 | -2 | -13% | -7% | ? | 42%[activator] | -6% | ?
O=C1NC2(CCN(Cc3cccc4ccccc34)C2)Oc2ccccc21 (configuration not stated) | 18 | ? | ? | -5% | 20% | 4% | 1%
CC(=O)NCC(=O)N1Cc2ccccc2CC2(CCN(C)C2)C1 (configuration not stated) | -10 | 2% | -1% | i | -9% | · | -2%

Record cards, as listed above. Order of values: IP6K1 inhibitor	HEK293 tox	3T3 cytotox	GPT2 inh	SNCA expr inh	Luciferase inh	HEK293 viab
Entry for `O=C1CC(c2cccc(O)c2)c2cc3c(cc2N1)OCO3` (configuration not stated) : 14	·	·	·	-10%	·	10%
Entry for `CCOc1ccccc1CNC(=O)C(CC)n1nc(C)c2c(C)n(-c3ccccc3)nc2c1=O` (configuration not stated) : 34	·	·	·	-16%	·	-4%
Entry for `O=C(NCc1ccccn1)c1ccc2oc(-c3cccnc3)nc2c1` : 1	?	-21%	?	-9%	·	7%
Entry for `O=C(O)/C=C/c1cnc[nH]1` : ·	·	·	i	1%	·	9%
